# PMI act hi M6P: human PMI activators, high substrate, primary screen, biochemical, fluorescence intensity, near-saturating mannose 6-phosphate | Mannose-6-phosphate isomerase (Homo sapiens), P34949 | coupled PMI enzyme assay, resazurin fluorescence, 20 min; stronger effect = higher value; 1 = untreated enzyme, 0 = substrate-free blank | activation factor at 20 µM | 0.34% of 190,000 active | AID 1216, 2008;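 active = activation factor of 2 or more at 20 µM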
# Target sequence (P34949 whole entry, looked up): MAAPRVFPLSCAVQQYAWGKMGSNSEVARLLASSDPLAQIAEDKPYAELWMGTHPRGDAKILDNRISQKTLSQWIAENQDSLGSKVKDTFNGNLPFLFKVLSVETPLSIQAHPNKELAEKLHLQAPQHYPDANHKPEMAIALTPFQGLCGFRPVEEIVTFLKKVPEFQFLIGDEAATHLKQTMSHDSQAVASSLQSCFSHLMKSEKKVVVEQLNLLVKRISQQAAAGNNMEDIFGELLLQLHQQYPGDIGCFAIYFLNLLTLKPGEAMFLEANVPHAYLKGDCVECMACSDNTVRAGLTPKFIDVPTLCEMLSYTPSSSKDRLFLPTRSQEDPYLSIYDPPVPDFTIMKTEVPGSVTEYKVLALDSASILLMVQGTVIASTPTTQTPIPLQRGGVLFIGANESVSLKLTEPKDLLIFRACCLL
#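 Technique: Diaphorase-driven resazurin-to-resorufin fluorescence, excitation 544, emission 590 nm | Assay system: Human PMI in coupled enzyme assay | Times: Enzyme reaction with compound 20 min at room temperature | Medium: HEPES-buffered pH 7.4 with magnesium and detergent | Reagent: Mannose-6-phosphate 1.0 mM (near-saturating) plus 0.22 mM NADP+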
# PMI activator: activators of human PMI, primary screen, biochemical, fluorescence intensity, near-Km mannose 6-phosphate | purified human PMI, coupled resazurin fluorescence, 20 min; stronger effect = higher value; 1 = vehicle control, 0 substrate-free wells | activation factor at 20 µM | 0.005% of 190,000 active | Mannose-6-phosphate isomerase (Homo sapiens), P34949;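 active = activation factor of 2 or more at 20 µM, relative to plate controls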
# Hsp70 activator: Hsp70 transcriptional activators, primary screen, cell-based, HeLa, Hsp70 promoter luciferase, luminescence, 10 µM | AID 1203, 2008 | activation, % at 10 µM | HeLa Hsp70 promoter luciferase reporter; scaled: vehicle 0, proteasome-inhibitor control 100% | 0.04% of 200,000 active;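 active = activation above the mean across all tested compounds plus 3 SD, cutoff set per campaign, cut at about 5.5% in these data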;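 note: 100% = MG132 at 30 µM as the positive control and 0% = DMSO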
# S1P3 antagonist: S1P3 receptor antagonists, primary screen, cell-based; inhibition, % at 4.98 µM; Sphingosine 1-phosphate receptor 3 (Homo sapiens), Q99500; 0.27% of 170,000 active; CHO S1P3 NFAT-BLA reporter, FRET fluorescence, antagonist mode;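 active = inhibition above the plate cutoff, the mean inhibition of test wells on that plate plus 3 SD, cut at about 28% in these data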;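 note: cells challenged with S1P at its EC80 of 0.8 µM; blue over green emission ratio from cleaved BLA substrate after 4 h stimulation; 0% = S1P-stimulated wells and 100% = unstimulated DMSO-only wells; some compounds past the cut are filed as inactive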
# Target sequence (Q99500 whole entry, looked up): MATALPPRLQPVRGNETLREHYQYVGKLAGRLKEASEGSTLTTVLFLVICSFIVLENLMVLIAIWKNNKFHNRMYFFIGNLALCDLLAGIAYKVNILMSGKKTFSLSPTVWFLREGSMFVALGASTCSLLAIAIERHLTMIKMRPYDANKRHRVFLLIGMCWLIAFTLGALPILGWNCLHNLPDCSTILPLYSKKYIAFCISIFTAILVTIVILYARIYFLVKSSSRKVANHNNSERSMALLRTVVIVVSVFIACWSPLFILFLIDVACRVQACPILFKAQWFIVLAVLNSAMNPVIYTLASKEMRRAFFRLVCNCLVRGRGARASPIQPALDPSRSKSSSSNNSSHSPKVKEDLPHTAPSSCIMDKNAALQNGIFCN
# Redox H2O2 prof: compounds producing H2O2 with reducing agent – biochemical, NIH compound library profiling, artefact control for MLSCN library redox annotation, primary screen; AID 878, 2007; activation, % at 10 µM; DTT-dependent redox cycling H2O2, phenol red/HRP absorbance; 100% = 100 µM peroxide control, 0% = buffer; 0.03% of 200,000 active;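 active = activation of at least 50% relative to the plate's high and low controls in the primary single-dose screen; inactive = activation below 50%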;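 note: compound incubated with DTT at 0.8 mM final as the reducing agent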
# RAM inhibit: inhibitors of the yeast RAM network, primary screen, dse1pr::URA3 reporter, 5-FOA selection; S. cerevisiae dse1pr::URA3 reporter, 5-FOA growth OD615, 2 d; analog-sensitive cbk1-as2 kinase mutant strain; inhibition, % at 50 µM; 1.8% of 190,000 active; AID 868, 2007;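 active = inhibition above a set limit, 3 SD over mean compound inhibition, cut at about 8.4% in these data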;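 note: 0% = DMSO-only wells with no growth and 100% = 10 µM 1-NA-PP1 full growth; inhibition rescues growth on 5-FOA so higher OD means more RAM inhibition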
# G6PDH counter: L. mesenteroides G6PDH inhibitors, counter-screen for G6PDH-coupled screening assays, biochemical, Leuconostoc mesenteroides enzyme; glucose-6-phosphate dehydrogenase [Leuconostoc mesenteroides]; Purified L. mesenteroides G6PDH, diaphorase/resazurin coupled fluorescence, 45 min; inhibition, % at 5 µM; 0.12% of 200,000 active
# Diaph act CS: compounds boosting diaphorase resazurin reduction – biochemical, uHTS, resorufin fluorescence, counter-screen for diaphorase-coupled primary assays, primary screen. 0.005% of 190,000 active. Diaphorase/resazurin coupled assay, 16 min; stronger effect = higher value; 1 = vehicle wells, 0 = NADH-free wells. AID 1229, 2008. activation factor at 20 µM;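 active = diaphorase activity raised at least twofold by the compound at 20 µM; inactive = activation factor below 2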
#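 test system = bacterial diaphorase enzyme (C. kluyveri) | quantity = enzyme 0.07 U/mL final | reagent = NADH substrate 0.114 mM plus resazurin dye 0.1 mM, final | incubation = 16 min enzyme reaction, ambient temperature | buffer or medium = HEPES pH 7.4 buffer with MgCl2 and Tween 20 | signal = fluorescence of resorufin, 544 nm excitation, 590 nm emission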
# TLR4 MyD88 comp: inhibitors of TLR4-MyD88 association in cells, primary screen, cell-based, HeLa CL3-4, BLA complementation, FRET ratio | Toll-like receptor 4 (Homo sapiens) + Myeloid differentiation primary response protein … | HeLa CL3-4 TLR4/MyD88 BLA complementation | inhibition, % at 8.4 µM | 0.18% of 200,000 active | AID 861, 2007; in the data active = inhibition above about 25%;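 note: 0% = vehicle and 100% = reference inhibitor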
# Diaph inh CS: diaphorase inhibitors and chemical oxidizers, primary screen, counter-screen for diaphorase-coupled primary assays, biochemical, uHTS, resorufin fluorescence. inhibition, % at 20 µM. 0.69% of 190,000 active. diaphorase resazurin-to-resorufin fluorescence, NADH, 16 min; bacterial (C. kluyveri) enzyme, not human;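 active = primary screen inhibition at 20 µM above a set limit, cut at about 50% in these data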;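 note: plate controls were DMSO with full reaction for no effect and wells lacking NADH for full effect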
#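 Assay system: diaphorase enzyme from Clostridium kluyveri. Quantity: enzyme working solution with 0.14 U/mL diaphorase. Schedule: reaction incubation of 16 min at room temperature. Technique: resorufin fluorescence, excitation 544 nm, emission 590 nm. Controls: No-NADH positive control and DMSO neutral control.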
# L major viab: Leishmania major promastigote growth inhibition, primary screen. Leishmania major promastigotes, resazurin fluorescence viability. inhibition, % at 10 µM. 9% of 200,000 active. AID 1063, 2008;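 note: promastigotes grown with compound for 44 hours at 28 °C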
# Active calls of the source: *; / = no result given. Cut-off read from the data, not from the text of the source, unless noted: active = inhibition above about 50%; inactive = the rest.
SMILES,PMI act hi M6P,PMI activator,Hsp70 activator,S1P3 antagonist,Redox H2O2 prof,RAM inhibit,G6PDH counter,Diaph act CS,TLR4 MyD88 comp,Diaph inh CS,L major viab
CCC(C)(C)NC(=O)CN(Cc1ccc2c(c1)OCO2)C(=O)CCC(=O)Nc1nccs1,1,1.1,-0.1,-9,-1.9,0.0,0,0.9,11,5,0
Cc1ccc(CS/C(Nc2ccccc2C)=C(\C#N)C(N)=O)c(C)c1,1,1.1,-0.2,-16,0.0,4.3,1,0.9,-11,8,35
COc1ccccc1NC(=S)NC1CCC(CC2CCC(NC(=S)Nc3ccccc3OC)CC2)CC1 (stereo unspecified),1.1,1,0.5,-11,1.9,3.2,-7,1,-1,2,15
O=[N+]([O-])c1ccc2[nH]c3c(c2c1)CCCC3,0.9,0.9,0.0,8,-1.7,0.4,-3,0.7,4,32,0
COc1cc(C2NC(=S)NC(C)=C2C(=O)Nc2ccc(C)cc2)ccc1O (stereo unspecified),0.9,0.9,0.3,-16,-1.1,0.6,14,1,-7,2,11
Cc1ccc[n+](CC(=O)N2CCCc3ccccc32)c1,0.9,0.9,0.0,-26,-0.3,1.4,14,0.8,-3,16,-9
NC(=S)N/N=C/c1cc([N+](=O)[O-])ccc1OCCOc1ccccc1,1,1.1,-0.3,/,0.4,5.8,-7,0.8,16,16,-1
Cc1ccccc1[C@@H]1C(C#N)=C(N)S[C@H]1C(=O)c1ccccc1,0.9,0.9,-0.3,/,-0.1,2.1,3,0.8,1,24,9
CC1CCCCC1n1c(=S)[nH]c2ccccc2c1=O (stereo unspecified),0.9,0.8,-0.3,/,0.2,5.9,8,0.7,13,27,24
O=C(C1CCC(=O)N1Cc1cccs1)N1CCOCC1 (stereo unspecified),1.1,1,-0.2,-22,-0.3,1.9,1,1,-4,-5,-4
CC(C)C(NC(=O)CN(c1cccc(F)c1)S(C)(=O)=O)C(C)C,1.1,1.1,-0.5,/,0.1,0.1,8,1,-13,4,-2
CCc1nn(CC(=O)Nc2cc(C)ccc2C)c(=N)s1,0.9,1,-0.2,-11,-0.4,1.7,3,0.9,3,13,-6
O=C(CCl)N1CCN2C(=O)c3ccccc3C12c1ccc(Cl)cc1 (stereo unspecified),1,1.1,0.1,-11,-0.4,0.6,2,1,5,5,100*
COC(=O)c1c(NC(=O)CCC(=O)O)sc2c1CCCCC2,1,0.9,-0.2,-20,0.5,-0.4,5,0.9,-12,6,-3
CCc1nnc(NC(=O)CCN(c2cc(C)cc(C)c2)S(=O)(=O)c2ccc(Cl)cc2)s1,0.9,0.9,-0.4,-15,-0.4,3.3,-7,0.9,-7,9,79*
CCCS(=O)(=O)N1CCC(C(=O)NCc2cccnc2)CC1,0.9,0.8,-0.2,-9,0.4,-0.3,11,1,-2,3,-4
Cc1nnc(SCC(=O)N(C(C)C)C(C)C)[nH]c1=O,/,/,-0.2,-10,-0.7,-0.3,10,/,0,/,-8
COc1nc(N)c(S(=O)(=O)c2ccc(C)cc2)cc1C#N,0.9,0.9,-0.2,/,-0.6,0.8,-10,0.9,-3,14,-1
Cc1sc(NC(=O)CSc2nnnn2C2CCCCC2)c(C#N)c1C,1,1,-0.1,/,2.3,3.2,2,1.1,5,-7,10
COc1ccc(-n2ncc3c(=O)n(CC(=O)N4CCCc5ccccc54)cnc32)cc1,1.1,1.1,0.0,-19,0.0,1.2,4,1,-5,-4,9
CCN(CC(=O)Nc1ccc(C(C)=O)cc1)CC(=O)Nc1cccc(OC)c1,1,0.9,0.0,4,-0.1,1.8,0,0.8,-3,16,1
CC(C)[C@H](NC(=O)[C@H](CCCN=C(N)N)NC(=O)NC(Cc1ccccc1)C(=O)O)C(=O)NC(C=O)CCCN=C(N)N (stereo partly specified),1.1,1,-0.2,-33,0.1,0.1,10,1,8,-2,82*
C=CCc1cccc(/C=C/c2cc(=O)c3ccccc3[nH]2)c1O,0.9,0.9,-0.2,2,1.0,2.6,-1,0.9,1,10,0
O=C1NCCN1C(=O)c1ccccc1F,1,1.1,-0.1,6,-1.4,0.0,1,0.9,2,7,-6
CCOC(=O)c1cc(-c2ccc(Cl)s2)nc2c1c(C)nn2C,0.9,0.8,-0.2,-14,0.2,1.3,-41,0.9,-7,14,-1
CCn1c(Cc2ccccc2)nnc1SCC(=O)Nc1ccc(C)cc1,0.9,1,-0.1,/,0.0,-0.4,8,0.9,4,12,-4
CCCCOC(=O)CSCC(=O)Nc1cc(C)on1,0.9,1,0.0,1,-1.6,0.8,0,1,-2,2,-8
CCCN1C(=O)SC(CC(=O)Nc2ccc(Br)cc2)C1=O (stereo unspecified),0.9,0.9,-0.1,-17,1.9,2.1,-8,0.8,6,15,16
CCS(=O)(=O)c1ccc2oc(SCC(=O)NC3CCCC(C)C3C)nc2c1 (stereo unspecified),1.1,1,-0.4,/,-0.1,1.6,17,1,-4,3,9
O=c1c(-c2ccccc2)c[nH]n1-c1cccc([N+](=O)[O-])c1,1,1,0.1,-27,0.0,1.8,4,0.9,-5,12,-13
O=C(NC(=S)Nc1cccc2ncccc12)c1ccccc1,0.7,0.7,-0.2,-17,-2.6,1.0,8,0.8,0,24,-7
CSc1ccccc1NC(=O)Nc1cccc(Cl)c1,1,0.9,0.0,/,0.6,3.4,-3,1,2,1,17
O=C(NCCc1ccccc1)N1CCCC(CNS(=O)(=O)Cc2ccccc2)C1 (stereo unspecified),1,1,-0.3,7,2.0,1.2,16,0.8,5,20,0
CN1C(=O)NC(NC(=O)c2ccncc2)(C(F)(F)F)C1=O (stereo unspecified),1,1,-0.3,18,-0.7,-0.8,4,0.9,-7,13,-5
Cn1cccc1CC(=O)N/N=C\c1cccs1,1.1,1.1,0.1,/,-4.6,2.8,-5,1,-5,-4,-5
O=C(O)c1cc(-c2ccc(/C=N/N3C(=O)C4C5C=CC(C6CC56)C4C3=O)o2)ccc1Cl (stereo unspecified),1.1,1.2,0.0,-1,-0.9,3.0,5,0.9,-7,8,6
COCCN(Cc1cc2cc3c(cc2nc1Cl)OCO3)C(=O)Nc1ccccc1OC,0.9,0.9,0.3,/,0.0,7.2,12,0.7,-6,30,13
Cc1c(C#N)c2ncn(Cc3ccccc3)c(=O)c2n1-c1ccccc1,1,1,-0.3,-5,-0.5,2.0,2,0.9,-4,14,-5
C=CCNC(=O)c1cc(Cl)ccn1,0.9,1,-0.1,-12,-1.5,-0.5,3,0.9,-6,9,-5
CC1=Nc2cc(C(=O)O)ccc2Sc2ccc(C)cc21,1.1,1.1,-0.1,-7,-0.1,-0.4,4,0.8,-2,23,-7

# Structural class: the entries above with fluorine.
SMILES,PMI act hi M6P,PMI activator,Hsp70 activator,S1P3 antagonist,Redox H2O2 prof,RAM inhibit,G6PDH counter,Diaph act CS,TLR4 MyD88 comp,Diaph inh CS,L major viab
CC(C)C(NC(=O)CN(c1cccc(F)c1)S(C)(=O)=O)C(C)C,1.1,1.1,-0.5,/,0.1,0.1,8,1,-13,4,-2
O=C1NCCN1C(=O)c1ccccc1F,1,1.1,-0.1,6,-1.4,0.0,1,0.9,2,7,-6
CN1C(=O)NC(NC(=O)c2ccncc2)(C(F)(F)F)C1=O (stereo unspecified),1,1,-0.3,18,-0.7,-0.8,4,0.9,-7,13,-5

# Some of these compounds in order of molar mass, low to high.
SMILES,PMI act hi M6P,PMI activator,Hsp70 activator,S1P3 antagonist,Redox H2O2 prof,RAM inhibit,G6PDH counter,Diaph act CS,TLR4 MyD88 comp,Diaph inh CS,L major viab
CC1=Nc2cc(C(=O)O)ccc2Sc2ccc(C)cc21,1.1,1.1,-0.1,-7,-0.1,-0.4,4,0.8,-2,23,-7
Cc1c(C#N)c2ncn(Cc3ccccc3)c(=O)c2n1-c1ccccc1,1,1,-0.3,-5,-0.5,2.0,2,0.9,-4,14,-5
O=C(NCCc1ccccc1)N1CCCC(CNS(=O)(=O)Cc2ccccc2)C1 (stereo unspecified),1,1,-0.3,7,2.0,1.2,16,0.8,5,20,0

# (list continues)
SMILES,PMI act hi M6P,PMI activator,Hsp70 activator,S1P3 antagonist,Redox H2O2 prof,RAM inhibit,G6PDH counter,Diaph act CS,TLR4 MyD88 comp,Diaph inh CS,L major viab
Cc1ccc(C)c(-n2nnnc2SCC(=O)NCCC2=CCCCC2)c1,0.8,0.8,-0.5,17,2.8,3.9,-8,0.8,-2,24,1
C/C(N)=C(/C#N)C(=O)CSc1nnc(-c2ccccc2Br)o1,1.1,0.9,0.1,/,-1.3,4.8,-2,1,5,-3,-1
Cn1c(SCC(=O)c2ccc3c(c2)NC(=O)CO3)nc2ccccc21,1,1,0.2,0,0.2,1.6,0,1,-19,1,-3
CCCCNS(=O)(=O)c1ccc2nc(-c3cccnc3)cc(C(=O)NCCCOCC)c2c1,1.1,1.1,0.0,-14,-2.1,3.6,10,1.1,-9,-11,0
CC(C)c1ccc(S(=O)(=O)N2CCCCC2)cc1,0.9,0.9,-0.1,-16,-0.8,4.8,6,0.9,-10,12,18
CCC(=O)Nc1cccc(Br)c1,1,1,-0.4,-16,0.8,-0.4,-12,0.9,3,14,2
COc1cccc(NC(=O)Nc2ccncc2)c1,1.1,1,-0.3,-3,-2.0,1.1,14,1.1,5,-13,15
Cc1cc(-c2ccccc2)nc(N/N=C/c2ccc([N+](=O)[O-])cc2)n1,0.9,0.8,-0.3,7,-0.5,4.8,-16,0.8,4,19,41

# From PubChem
